RNase H inhibition – RNase H inhibition, HIV 1 Gag Pol polyprotein, FRET biochemical assay, screening (AID 372) | HIV-1 RT RNase H, FRET RNA/DNA substrate fluorescence; higher % means a stronger effect | one-dose inhibition, % at 10 µM; IC50 in µM for titrated hits | hit rate 0.77% among 100,000; in the data active = inhibition above about 50%
Active calls of the source: *; & = joins results of further samples. A portion of the library, so the mix of outcomes need not match the whole.

canonical_smiles	RNase H inhibition
C=CCN(CC=C)C(=O)c1ccccc1Oc1ccccc1	12%
COc1cc(/C=C2/SC(=S)NC2=O)cc(Cl)c1OS(=O)(=O)c1ccc(C)cc1	54%*
O=C(Nc1nnc(-c2ccccc2)s1)Nc1ccc(Cl)cc1Cl	45%
COc1ccc([N+](=O)[O-])cc1NC(=O)c1ccccc1Br	14%
O=C(/C=C/Nc1ccccc1Br)c1ccc(Br)cc1	7%
CC1=C(C(=O)OCC(Cl)(Cl)Cl)C(c2ccc(Br)cc2)NC(=O)N1 (stereo not given)	10%
Cc1nnc(NC(=O)c2cc(-c3ccc(Cl)cc3)nc3ccccc23)s1	11%
O=C1CC(c2ccccc2)CC2=C1C(c1cccc(Cl)c1Cl)Nc1ccccc1N2 (stereo not given)	0%
COc1ccc(-c2nc3ccccc3o2)cc1NC(=S)NC(=O)c1cc(OC)c(OC)c(OC)c1	11%
O=[N+]([O-])c1ccc(-c2cnc(-c3ccccc3)nc2)cc1	0%
COc1ccc(CCN2C(=O)/C(=C/C=C/c3ccccc3)SC2=S)cc1OC	6%
COc1ccc(Cl)cc1/C=C1/C(=O)NN(c2cccc(Br)c2)C1=O	21%
CCc1ccccc1NC(=O)CN(c1cccc(OC)c1)S(C)(=O)=O	10%
O=C1CSC(=O)N1CNc1cccc(C(F)(F)F)c1	15%
CC(=O)c1cc(C)ccc1OC(=O)c1ccco1	9%
Cc1cc2c(c(=O)o1)C(c1ccccc1C)C(C#N)=C(N)O2 (stereo not given)	11%
O=C(Nc1ccc(Cl)c(Cl)c1)NS(=O)(=O)c1ccccc1Cl	0%
Cc1ccc2nc(-c3ccc([N+](=O)[O-])cc3)[nH]c2c1	5%
O=C(NC(=S)Nc1ccc2oc(-c3ccccc3)nc2c1)c1ccc([N+](=O)[O-])cc1	6%
COc1cccc(COc2ccc3c4c(c(=O)oc3c2)CCCC4)c1	23%
Cc1ccc(C(=O)Nc2ccccc2C(=O)OCCN2CCCC2=O)cc1	0%
CC(C)(c1ccccc1)c1ccc(OCc2nnc(NC(=O)Nc3ccccc3F)s2)cc1	15%
Cc1ccc(CCC(=O)Nc2ccc(Cl)cc2)o1	15%
COc1ccc(S(=O)(=O)N2CCN(C(=O)c3cccs3)CC2)cc1	3%
O=C(COc1ccc(Br)cc1)N1CCN(C(=O)COc2ccc3ccccc3c2)CC1	17%
COc1ccc(OC)c(S(=O)(=O)NCc2ccco2)c1	12%
O=C(CSc1ccccc1)Nc1cccc([N+](=O)[O-])c1	10%
CC(C)(C)c1ccc(C(=O)NNC(=O)Cc2ccc(-c3ccccc3)cc2)cc1	13%
COc1ccc(NC(=O)c2ccc(C(=O)c3c(C)cc(C)cc3C)cc2)cc1	12%
Cc1c(Cc2ccccc2)c(Nc2ccc(O)cc2)n2c(nc3ccccc32)c1C#N	26%
Cc1cc(/C=C2/NC(=S)NC2=O)c(C)n1-c1ccc(N2CCOCC2)cc1	14%
O=C(NC1CCCCC1)c1c(F)cccc1F	11%
CC(C)(C)CC(C)(C)c1ccc(OCC(=O)NNC(=O)c2cccs2)cc1	6%
CC(=O)/C=C1\NC(C)(C)Cc2ccccc21	3%
CCN(CC)CC1OCc2ccccc2CO1	5%
COc1ccc(N2C(=O)C=C(Nc3ccccc3)C2=O)cc1	5%
Cn1cnnc1SCC(=O)Nc1ccc2nc(SCc3cccc4ccccc34)sc2c1	11%
O=C(CN(Cc1ccccc1)S(=O)(=O)c1ccccc1)Nc1ccc(Oc2ccccc2)cc1	12%
COc1cc(/C=C2\C(=O)NN(c3ccccc3)C2=O)cc(OC)c1	14%
CCOc1ccc(CN(CCc2ccc3c(c2)OCO3)Cc2ccc(OC)c(OC)c2)cc1	14%
COc1ccc(C2Nc3ccc(C(=O)c4ccccc4)cc3NC3=C2C(=O)CC(C)(C)C3)cc1OC (stereo not given)	9%
COc1ccc(/C=N/Nc2cc(-n3nc(C)cc3C)nc(C)n2)cc1	8%
O=C1S/C(=C\c2cc(Br)c(O)c(Br)c2)C(=O)N1c1ccccc1	13%
COc1ccc(C(=O)CSc2nnc(-c3cccc(Br)c3)o2)cc1	11%
Cc1c(C(=O)N2CCc3ccccc32)cccc1[N+](=O)[O-]	7%
COc1ccc(N2C(=O)/C(=C/c3ccc(-c4ccccc4[N+](=O)[O-])o3)SC2=S)cc1	26%
CCOc1ccccc1C=NN1CCN(c2ccc(Cl)cc2)CC1	10%
COc1ccc(N(CC(=O)NCCc2ccc(OC)c(OC)c2)S(=O)(=O)c2ccccc2)cc1	25%
Cc1ccccc1C(=O)NN1C(=O)/C(=C\c2ccco2)SC1=S	19%
Cc1cc(C)c(NC(=O)C(C)Sc2nc3ccc(N4C(=O)c5ccccc5C4=O)cc3s2)c(C)c1 (stereo not given)	38%
Cc1nn(C(=O)c2ccc(F)cc2)c(C)c1Sc1ccccc1	5%
Cc1cc(Nc2ccccc2)nn1C(=O)c1ccc(Br)cc1	3%
Cc1cc(Cl)cc(Cl)c1OCCNCCO	10%
CC(C)CCn1c(COc2ccccc2)nc2ccccc21	17%
O=c1oc2c(-c3cccc(Cl)c3)cc(O)cc2s1	31%
COCCNc1ncnc2ccc(Br)cc12	4%
Cc1ccc(C(=O)Nc2ccc(-c3noc(-c4ccccc4F)n3)cc2)cc1[N+](=O)[O-]	10%
Oc1cccc(/C=N/Nc2nc(-c3ccc(Br)cc3)cs2)c1	16%
COc1ccc(-c2nc(-c3cc4ccccc4oc3=O)cs2)cc1OC	1%
O=[N+]([O-])c1ccc(C2SCCN2S(=O)(=O)c2ccc3cccc4c3c2CC4)cc1 (stereo not given)	28%

More compounds.
canonical_smiles	RNase H inhibition
C=CCNC(=O)CN(c1ccc(OC)cc1)S(=O)(=O)c1ccc(OC)c(OC)c1	0%
CN1C(=O)/C(=C\c2cccc(OC(=O)c3ccco3)c2)SC1=S	18%
Cc1cccc(OCCCCCCn2ccnc2)c1	2%
CCOC(=O)c1c(-c2ccccc2)csc1NC(=O)c1cc2ccccc2oc1=O	3%
O=CN1CCN(C(=O)Cc2ccc([N+](=O)[O-])cc2)CC1	9%
O=C(Nc1ccc(Br)cn1)c1cc2ccccc2o1	15%
COc1ccc(N2C(=O)c3ccc4c5c(ccc(c35)C2=O)CC4)c(OC)c1	1%
N#C/C(=C\c1ccccc1F)c1nc(-c2cccc([N+](=O)[O-])c2)cs1	13%
CCC(C)(C)C1CCc2c(sc(NC(=O)/C=C/c3ccc(OC)c(OC)c3)c2C(N)=O)C1 (stereo not given)	9%
Cc1ccc(S(=O)(=O)N2CCN(S(C)(=O)=O)C2c2ccccc2)cc1 (stereo not given)	14%
O=C1N=C(N2CCN(c3ccccc3[N+](=O)[O-])CC2)S/C1=C/c1ccccc1O	17%
COc1cc(C=C2C(=O)NC(=S)NC2=O)ccc1OCCO	9%
O=C(O)c1cccc(NC(=O)c2ccccc2NC(=O)c2cccs2)c1	14%
Cc1ccc2c(c1)c(=O)c(C(=O)O)cn2C	16%
Cc1cc(I)ccc1N/C=C/[N+](=O)[O-]	8%
O=C(N/N=C/c1ccccc1OCCOc1ccc([N+](=O)[O-])cc1)c1ccncc1	2%
O=C(c1cccc(Br)c1)N1CCN(c2ccc(Cl)cc2)CC1	2%
O=C(Nc1ccc2oc(-c3cccc(Cl)c3Cl)nc2c1)c1ccco1	16%
O=S(=O)(N/N=C/c1ccc(Cl)c(Cl)c1)c1ccccc1	14%
N#CC(C#N)=Cc1cn(-c2ccccc2)nc1-c1cccs1	4%
O=C(Nc1ccc(Cl)cc1Cl)C1CC(=O)N(c2ccc(F)cc2)C1 (stereo not given)	12%
O=C1CCCCCCCCCCC(=O)OCCO1	0%
O=C(Cc1ccccc1)Nc1ccc(Br)cc1C(=O)O	1%
COc1ccc(Nc2nc(-c3sc(C)nc3C)cs2)cc1	11%
O=C(c1ccc(S(=O)(=O)N2CCOCC2)cc1)N1CCN(CCN2C(=O)c3cccc4cccc(c34)C2=O)CC1	20%
Cc1ccccc1Cn1c(NC(=O)C2CCCCC2)nc2ccccc21	21%
O=S(=O)(c1ccc(C=Nc2ccc(Br)cc2)cc1)c1ccc(C=Nc2ccc(Br)cc2)cc1	6%
O=C1NN(c2ccccc2)C(=O)/C1=C/c1cc2c(cc1Br)OCO2	23%
CCOC(=O)C1=C(C)N=c2s/c(=C/c3ccc(-c4ccc(Cl)c(Cl)c4)o3)c(=O)n2C1c1ccccc1OC (stereo not given)	17%
Cc1occc1C(=O)Nc1nccs1	4%
COc1ccc(/C=C2\C(=O)NC(=O)N(c3ccc(C)c(C)c3)C2=O)cc1C	3%
CCCN(CCC)C(=O)c1ccc(Cl)cc1	1%
CCC(C)OC(=O)C1=C(C)NC2=C(C(=O)CC(c3ccccc3)C2)C1c1ccncc1 (stereo not given)	7%
COc1ccc(C(=O)NC(=S)Nc2ccc3oc(-c4ccc(C)cc4C)nc3c2)cc1OC	10%
CCOc1cccc(C(=O)NC(=S)Nc2ccc3oc(-c4ccccc4)nc3c2)c1	12%
O=S(=O)(c1ccccc1)N1CCN(Cc2ccncc2)CC1	5%
CN1CCN(c2ccc(C(=O)c3cccc(F)c3)cc2)CC1	6%
COc1ccc(CSc2nc3ccccc3s2)cc1	7%
Cc1ccc(/C(O)=C2\C(=O)C(=O)N(CCCC(=O)O)C2c2ccc(Br)cc2)cc1 (stereo not given)	9%
C=CCN1C(=O)/C(=C\c2cc3c(cc2Br)OCO3)C(=O)NC1=S	23%
Cn1cccc1CN1CCN(Cc2ccncc2)CC1	7%
Cc1cccc(NC(=O)/C(C#N)=C\c2cc(C)n(-c3ccc(C)c([N+](=O)[O-])c3)c2C)c1	3%
Cc1cc(Br)ccc1NC(=O)c1cccc(N(C)C)c1	7%
O=C(NN1C(=O)c2ccccc2C1=O)c1ccccc1Br	3%
CC(=O)NC(c1ccccc1Cl)c1c(OC(C)=O)ccc2ccccc12 (stereo not given)	11%
CCCCC(C(=O)O)N1C(=O)C2CC=C(Cl)CC2C1=O (stereo not given)	0%
COc1ccc(-n2c(SCc3ccccc3)nc3sc4c(c3c2=O)CCC4)cc1	6%
O=C(O)/C=C/c1ccc(-c2ccccc2Br)o1	10%
CC(C)OC(=O)c1ccc(NC(=O)c2cccc(Br)c2)cc1	1%
Cc1cc(=O)n2[nH]c(-c3ccccc3)cc2n1	8%&3%
O=C1c2ccc3c4c(ccc(c24)C(=O)N1c1ccncc1)C(=O)N(c1ccncc1)C3=O	0%
CCSC1(SCC)N=C(N)C2(C#N)C(c3ccccc3)NC(C)=CC12C#N (stereo not given)	3%
CCOC(=O)C1=C(C)N=c2s/c(=C\c3ccc(OCc4cccc5ccccc45)c(OC)c3)c(=O)n2C1c1ccc(N(C)C)cc1 (stereo not given)	34%
Cc1cc(C)cc(NC(=O)c2c(C)nc3ccccn23)c1	0%
C/C(=N\NC(=O)c1ccc(Br)cc1)c1cccnc1	8%
O=C(NC(=S)Nc1cccc([N+](=O)[O-])c1)c1cccc2c(Br)cccc12	6%
CCCCOc1ccc(C(=O)NCCc2ccc(Cl)cc2)cc1	0%
O=C(Nc1ccc2nn(-c3ccc(F)cc3)nc2c1)c1cc(I)ccc1Cl	14%
COc1cc(/C=N\NC(=O)c2ccc([N+](=O)[O-])cc2)ccc1OC(=O)c1cc(OC)c(OC)c(OC)c1	6%
Cc1ccccc1C(=O)NN=C1CCCC1	11%

Next part
canonical_smiles	RNase H inhibition
COc1ccc(NC(=O)/C=C/c2ccc(Cl)cc2)cc1OC	12%
COc1ccc(C2=NN(c3ccc(C=O)cc3)C(c3ccc(F)cc3)C2)cc1 (stereo not given)	23%
CC(=O)Oc1ccc(C2C(C(=O)OCCOc3ccccc3)=C(C)NC3=C2C(=O)CCC3)cc1 (stereo not given)	10%
CCOC(=O)c1c[nH]c2c(C)cccc2c1=O	0%
Cc1cc([N+](=O)[O-])ccc1NC(=O)Cc1ccc(Cl)cc1	0%
CCCC(=O)NNc1nc2c(c(=O)n1-c1ccccc1)C1(CCCCC1)Cc1ccccc1-2	11%
NC(=O)c1ccccc1Nc1ccn2c(=O)c3ccccc3nc2n1	5%
CC1CCN(CCOCCOc2ccc(Br)cc2)CC1	5%
C=CCc1cccc(/C=N\N2CCN(c3ccccc3OC)CC2)c1O	11%
Cc1ccc(NC(=S)Nc2ccc(F)cc2)c(C)c1	15%
COc1ccc(S(=O)(=O)N(CC(=O)NCC2CCCO2)c2ccc(C)cc2)cc1OC (stereo not given)	4%
CC1CCCC/C1=N/NC(=O)CNc1ccc(F)cc1 (stereo not given)	18%

Sorted by formula weight (ascending): some entries from above.
canonical_smiles	RNase H inhibition
CC1CCCC/C1=N/NC(=O)CNc1ccc(F)cc1 (stereo not given)	18%
Cc1cc2c(c(=O)o1)C(c1ccccc1C)C(C#N)=C(N)O2 (stereo not given)	11%
C/C(=N\NC(=O)c1ccc(Br)cc1)c1cccnc1	8%
C=CCc1cccc(/C=N\N2CCN(c3ccccc3OC)CC2)c1O	11%
Cc1cc(/C=C2/NC(=S)NC2=O)c(C)n1-c1ccc(N2CCOCC2)cc1	14%
C=CCN1C(=O)/C(=C\c2cc3c(cc2Br)OCO3)C(=O)NC1=S	23%
CCOC(=O)c1c(-c2ccccc2)csc1NC(=O)c1cc2ccccc2oc1=O	3%

Assay outcomes from PubChem.
